procasp3 activ: activators of human procaspase-3 D3A mutant, primary screen, biochemical, absorbance, PC-3 D3A mutant, single concentration; Caspase-3 (Homo sapiens), P42574; recombinant procaspase-3 D3A, Ac-DEVD-pNA absorbance 405 nm; activation, % at 8.5 µM; 330,000 tested, 0.11% active; AID 463141, 2010;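 active = activation above the mean of all tested compounds plus 3 SD, cut at about 21% in these data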;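 note: 0% = DMSO alone and 100% = DMSO wells spiked with extra 5 µM PC-3 D3A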
Target sequence (P42574 whole entry D9A/D28A/D175A): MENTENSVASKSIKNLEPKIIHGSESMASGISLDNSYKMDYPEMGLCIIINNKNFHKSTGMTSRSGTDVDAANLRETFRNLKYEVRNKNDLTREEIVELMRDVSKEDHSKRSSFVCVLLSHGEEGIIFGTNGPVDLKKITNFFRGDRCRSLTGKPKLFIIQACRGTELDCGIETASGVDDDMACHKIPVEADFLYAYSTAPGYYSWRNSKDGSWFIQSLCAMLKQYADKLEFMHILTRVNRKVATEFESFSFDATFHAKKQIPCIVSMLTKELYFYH
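assay system = Procaspase-3 D3A mutant | signal = absorbance at 405 nm, 0 and 120 min | times = 1 h preincubation plus 2 h reaction at 25 °C | repeats = single replicate | read-out = % activation between DMSO and enzyme-spiked controls | medium = Zinc-free HEPES saline buffer with Triton X-100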
CIT2 TOR yeast: modulators of CIT2-GFP expression in yeast, primary screen, S. cerevisiae, GFP fusion, multiplex flow cytometry, MLPCN library; S. cerevisiae CIT2-GFP strain, 3 h; 100 means same as DMSO wells; GFP response vs DMSO, % at 10 µM; 320,000 tested, 0.065% active;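 active = GFP response relative to DMSO above a set limit, near the screen mean plus 3 SD, cut at about 150% in these data; inconclusive = Fewer than 70 cells measured for a yeast strain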;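 note: ratio of well median GFP fluorescence to mean of DMSO wells on the plate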
LAP4-GFP MLPCN: modulators of LAP4-GFP expression in yeast, primary screen, S. cerevisiae, multiplex flow cytometry, MLPCN library; 3 h; median GFP as percent of DMSO wells; 320,000 tested, 0.34% active; GFP response vs DMSO, % at 10 µM; AID 2023, 2009;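 active = GFP response vs DMSO above a set limit, about the screen mean plus 3 SD, cut at about 150% in these data; inconclusive = under 70 cell events counted for the yeast strain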
AHR act: AHR activators, primary screen, cell-based, luminescence, luciferase reporter, human; Aryl hydrocarbon receptor (Homo sapiens), P35869; AHR-responsive luciferase reporter cells; activation, % at 5 µM; 320,000 tested, 2.5% active; in the data active = activation above about 47%;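 note: 0% = vehicle wells and 100% = reference agonist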
Target sequence (P35869 whole entry, looked up): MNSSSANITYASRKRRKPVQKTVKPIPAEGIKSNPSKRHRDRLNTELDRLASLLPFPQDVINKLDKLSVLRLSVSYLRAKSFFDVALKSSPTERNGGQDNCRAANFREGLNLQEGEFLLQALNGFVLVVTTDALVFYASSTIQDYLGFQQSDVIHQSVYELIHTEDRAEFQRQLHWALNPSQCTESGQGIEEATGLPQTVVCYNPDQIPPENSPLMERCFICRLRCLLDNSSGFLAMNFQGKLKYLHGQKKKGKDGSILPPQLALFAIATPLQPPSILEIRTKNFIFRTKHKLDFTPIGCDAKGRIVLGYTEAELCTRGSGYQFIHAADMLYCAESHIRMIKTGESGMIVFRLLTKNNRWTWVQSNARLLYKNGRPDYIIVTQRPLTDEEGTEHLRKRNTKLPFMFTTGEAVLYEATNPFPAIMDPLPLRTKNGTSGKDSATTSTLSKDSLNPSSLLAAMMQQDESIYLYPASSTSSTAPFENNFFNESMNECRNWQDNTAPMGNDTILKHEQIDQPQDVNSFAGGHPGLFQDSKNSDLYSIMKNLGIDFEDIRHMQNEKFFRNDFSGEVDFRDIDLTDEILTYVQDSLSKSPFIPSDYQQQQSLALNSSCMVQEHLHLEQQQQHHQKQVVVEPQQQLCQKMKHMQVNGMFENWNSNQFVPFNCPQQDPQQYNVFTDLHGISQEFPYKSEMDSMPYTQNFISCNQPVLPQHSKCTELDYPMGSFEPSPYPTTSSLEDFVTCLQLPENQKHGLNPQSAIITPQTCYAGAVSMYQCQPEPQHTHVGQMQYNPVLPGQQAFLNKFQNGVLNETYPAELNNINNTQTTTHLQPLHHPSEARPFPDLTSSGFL
MEP2 TOR yeast: modulators of MEP2-GFP levels in yeast, primary screen, S. cerevisiae, multiplex flow cytometry, MLPCN library. S. cerevisiae MEP2-GFP strain, 3 h; 100% = DMSO control level. GFP response vs DMSO, % at 10 µM. 330,000 tested, 0.51% active. AID 2016, 2009;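 active = GFP response versus DMSO above a set limit, roughly screen mean plus 3 SD, cut at about 180% in these data; inconclusive = fewer than 70 cells counted for a yeast strain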;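 note: median GFP fluorescence of the barcode-gated MEP2-GFP cells per well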
AGP1-GFP MLPCN: modulators of AGP1-GFP expression in yeast TOR pathway, primary screen, cell-based, multiplex flow cytometry, S. cerevisiae, MLPCN library | 3 h; GFP as percent of DMSO wells | GFP response vs DMSO, % at 10 µM | 320,000 tested, 0.02% active;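 active = GFP response relative to DMSO above a set limit, near screen average plus 3 SD, cut at about 150% in these data; inconclusive = fewer than 70 cells counted for the yeast strain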;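 note: median GFP channel fluorescence of the gated AGP1 strain per well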
procasp7 counter: procaspase-7 activators, primary screen, counter-screen for procaspase-3 activator project, biochemical, absorbance, HTS, human. Caspase-7 (Homo sapiens), P55210. recombinant procaspase-7, Ac-DEVD-pNA absorbance 405 nm; D23A/D198A/D206A triple mutant, cannot self-cleave; scale: DMSO 0, 5 µM enzyme 100. activation, % at 8.5 µM. 330,000 tested, 0.093% active;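 active = percent activation above the screen-wide mean plus 3 SD, cut at about 25% in these data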
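Assay system: Uncleavable procaspase-7 mutant enzyme / Input: 2 µM procaspase-7 mutant as dispensed / Dosing: single nominal 8.5 µM compound dose, 0.8% DMSO final / Timing: 1 h enzyme–compound preincubation and 2 h substrate reaction, both 25 °C / Detection: p-Nitroaniline absorbance at 405 nm, read at 0 and 120 min / Replication: singlicate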
RPL19A TOR yeast: RPL19A-GFP expression modulators in yeast, primary screen, cell-based, S. cerevisiae, multiplex flow cytometry, MLPCN. S. cerevisiae RPL19A-GFP strain, 3 h; stronger effect = lower value. percent response vs DMSO, % at 10 µM. 330,000 tested, 0.3% active;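 active = percent response vs DMSO below 50%; inconclusive = fewer than 70 events counted for the yeast strain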;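 note: median channel GFP fluorescence of the barcoded RPL19A-GFP strain; ratio of sample median GFP to plate DMSO average so 100% = DMSO; lower means less RPL19A-GFP as with rapamycin TOR inhibition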
* marks the source's active call; other numbers are inactive results; ? = inconclusive; . = no result given; [ ] = dose if it differs, or a comment.

SMILES	procasp3 activ	CIT2 TOR yeast	LAP4-GFP MLPCN	AHR act	MEP2 TOR yeast	AGP1-GFP MLPCN	procasp7 counter	RPL19A TOR yeast
CCOC(=O)c1c(C)c(C(=O)OCC)n(C)c1C	1	92	.	1	96	96	6	89
CC(=O)Nc1ccc(NC(=O)CCn2c(=O)oc3ccccc32)cc1	3	100	111	0	102	105	-7	100
CCCCCNC(=O)C1CCC(Cn2c(=S)[nH]c3ccccc3c2=O)CC1 (stereo not drawn)	2	98	95	1	108	105	0	89
COc1ccccc1NC(=O)CNC(=O)c1ccc(Br)o1	-2	100	84	14	100	98	-2	101
Cc1ccc[n+](CC(=O)Nc2ccc([N+](=O)[O-])cc2)c1	-2	100	93	3	114	101	-8	100
CC1CN(/C=C/C=O)C(C)CC1OC(=O)c1ccccc1 (stereo not drawn)	-1	97	94	3	94	103	6	102
CCN(CC)S(=O)(=O)c1ccc(N2CCOCC2)c(NC(=O)C2COc3ccccc3O2)c1 (stereo not drawn)	-12	106	93	3	97	99	-2	103
COc1ccc(/C=N/NC(=O)c2cc(OC)c(OC)c(OC)c2)cc1CN1CCc2cc(OC)c(OC)cc2C1C (stereo not drawn)	5	96	106	0	104	106	2	99
Cc1ccccc1NC(=O)Cc1nc(CSc2nnc(C3CCCCC3)n2N)cs1	6	93	104	-2	98	101	1	99
O=C(CSc1ccccc1C(=O)N1CCN(c2ccccc2)CC1)N1CCCC1	-8	98	101	10	99	98	1	93
COc1ccc(-n2c(-c3cccc(C)c3[N+](=O)[O-])n[nH]c2=S)cc1	-5	105	108	3	102	104	-7	102
COc1cccc(/C=N/NC(=O)c2cnn(-c3ccccc3)c2N)c1	11	83	102	68*	94	94	-2	97
COC(=O)CCCC(=O)N1CCC(CCC(=O)NC2CC2)CC1	1	100	97	-1	98	107	9	102
Brc1ccsc1/C=N/Nc1ccccc1	-15	94	105	31	101	100	-13	104
COc1cccc(S(=O)(=O)NCc2ccc(C(=O)NCC3CCCO3)cc2)c1 (stereo not drawn)	1	?	97[may fluoresce violet]	0	190*[may fluoresce violet]	24[may fluoresce violet]	9	65[may fluoresce violet]
COc1ccc(C2=Nc3cccc4cccc(c34)N2)cc1	-1	96	106	22	105	96	5	93
CCOc1ccccc1Nc1nc(N)nc(CN2CCCCC2C)n1 (stereo not drawn)	4	93	98	3	100	100	3	106
Cc1ccc(-c2nnc(N3CCCCCC3)c3ccccc23)cc1	6	106	93	-2	106	95	9	98
CCC(CO)Oc1cc(NC(=O)c2ccccc2C)c2ncn(C(C)C)c2c1 (stereo not drawn)	0	92	104	4	101	107	1	105
O=C(CSc1nnc(CNC(=O)c2ccc(F)cc2)o1)c1ccccc1	8	97	85	3	99	89	-4	101
CC(C)(C)NC(=O)c1ccc2nccnc2c1	3	100	100	0	96	107	5	103
COc1cc(/C=C/C(=O)O)cc(S(=O)(=O)Nc2ccc3nc(C)sc3c2)c1OC	-3	107	106	1	99	105	-4	99
O=c1c2ccccc2nnn1Cc1cccc2ccccc12	6	93	89	-2	93	94	-1	100
Cn1c(N)c(C(=O)COC(=O)c2nc(Cl)ccc2Cl)c(=O)n(C)c1=O	8	?	?	0	?	?	3	?
CC(C)(C)c1ccc(S(=O)(=O)N2C=CC(C(F)(F)F)=NCC2)cc1	-10	98	95	5	101	102	-13	99
CCN(CC)CCSc1nc(O)c(-c2ccccc2)c(=O)[nH]1	4	85	95	1	104	103	-3	103
C=CCn1c(C(C)NC(=O)COC)nc2ccccc21 (stereo not drawn)	0	88	98	-1	94	90	-1	93
O=C(O)CCCCCN1C(=O)c2ccc(C(=O)O)cc2C1=O	4	102	103	-1	99	106	9	98
O=C1c2ccccc2S(=O)(=O)N1CC1CC(c2ccccc2)=NO1 (stereo not drawn)	2	95	99	4	104	96	1	97
COc1ccccc1N1CCN(C(=O)c2sc3nc(-c4ccccc4)cn3c2C)CC1	3	98	111	9	108	113	-1	103
CCn1c(SCC(=O)c2ccc3c(c2)OCCO3)nnc1-c1ccco1	1	.	94	13	94	96	-14	96
Cc1ccc(-n2cc(CNC(C)c3cnn(C)c3)c(-c3ccc(F)cc3)n2)cc1 (stereo not drawn)	-1	97	100	9	107	101	-11	109
Cn1c(C(=O)N2CCC(C(=O)N3CCOCC3)CC2)cc2sccc21	1	126	103	0	97	107	9	103
Cc1ccc(SCc2cn3ccccc3n2)cc1	-4	102	120	-5	98	119	1	102
O=C(CSc1nnc2ncccn12)Nc1cccc2ccccc12	-1	102	97	1	100	98	5	100
COc1ccc(C2=NOC(Cn3c(Cc4ccc(Cl)cc4)nc4c3c(=O)n(C)c(=O)n4C)C2)cc1 (stereo not drawn)	8	86	89	2	92	91	8	91
CCCCNC(=S)Nc1ccc(OC)nc1	6	?	?	3	77[may fluoresce red and violet]	85[may fluoresce red and violet]	-6	?
CCOCC(=O)Nc1nc2ccc(C)cc2s1	2	98	106	-4	105	95	13	94
CCn1c(=NC(=O)C2COc3ccccc3O2)sc2c(OC)ccc(OC)c21 (stereo not drawn)	6	102	101	6	104	101	36*	100
O=C(NCCN1CCOCC1)c1cnn2c(-c3ccccc3)cc(-c3ccccc3)nc12	-2	.	100	11	102	97	-13	99
CN(Cc1ccccc1)C(=O)N[C@@H](Cc1ccccc1)C(=O)O	-7	108	94	1	102	96	8	97
COC(=O)c1ccc(Cc2ccccc2)o1	2	94	98	-1	102	94	6	100
COc1ccccc1NC(=O)COc1ccc(Br)cc1CNCCCN1CCOCC1	7	87	97	1	65	84	10	90
CC(=O)NC(Cc1ccccc1)C(=O)OCC(=O)c1ccccc1 (stereo not drawn)	0	102	123	-1	106	100	11	84
COc1ccc(CC(=O)NNC(=O)c2cccnc2)cc1OC	1	101	83	1	105	95	6	100
Cc1cc(OCC(=O)N[C@@H](CSCc2ccccc2)C(=O)O)c2c(C)c(C)c(=O)oc2c1	1	104	103	0	102	101	8	100
COC(=O)c1[nH]c(C)c(/C(O)=C2\C(=O)C(=O)N(CCN(C)C)C2c2ccc(C)o2)c1C (stereo not drawn)	-17	108	102	18	145	72	-61	95
O=C(Nc1ccc(C(F)(F)F)cc1[N+](=O)[O-])O[C@H]1[C@H](Cc2ccccc2)NS(=O)(=O)[C@H]2C[C@@H]3C=C[C@]12O3	6	98	94	2	89	105	2	101
N/C(=N\OS(=O)(=O)c1cccc([N+](=O)[O-])c1)c1ccncc1	0	104	100	1	105	99	13	102
O=c1c(Cl)c(N2CCN(c3ccc(F)cc3)CC2)cnn1-c1nc2ccccc2s1	6	88	98	-1	87	117	7	98
Next part
SMILES	procasp3 activ	CIT2 TOR yeast	LAP4-GFP MLPCN	AHR act	MEP2 TOR yeast	AGP1-GFP MLPCN	procasp7 counter	RPL19A TOR yeast
CCCCC(=O)N1CCCC(C(=O)OCC)C1 (stereo not drawn)	-6	99	93	-2	107	90	17	93
COc1cccc(NC(=O)CC2C(=O)NC3CCCCC3N2C(=O)c2ccccc2)c1 (stereo not drawn)	8	101	121	2	116	104	8	102
O=C(Nc1nnc(-c2cccs2)o1)c1ccco1	7	107	89	11	94	100	3	105
COc1ccccc1NC(=O)CN1C(=O)COc2ccc(C)cc21	5	107	88	2	107	96	-13	105
Nc1[nH]c(=O)[nH]c(=O)c1N=Nc1ccc(C(=O)O)cc1	.	102	95	.	104	106	.	110
O=C(Cn1nc(C(=O)O)c2ccccc2c1=O)Nc1ccc(Br)cc1	-10	99	91	23	102	93	-2	101
COC(=O)c1cn(NC(=O)Cc2ccc(Cl)cc2)c(=O)c2ccccc12	7	98	83	4	95	96	3	103
CCN(C(=O)c1cc2ccccc2oc1=O)c1cccc(C)c1	-1	107	103	-1	110	99	12	97
C=CCn1c(SC(C)C(=O)NCc2ccc3c(c2)OCO3)nnc1C1CCCCC1 (stereo not drawn)	-8	103	93	0	109	103	4	99
Cn1c(NCc2cccs2)nc2ccccc21	5	116	106	49*	110	112	-8	111
CN(C(=O)c1ccccc1C(=O)OCC(=O)NCc1cccs1)C1CCCCC1	0	93	112	0	101	106	6	107
CCS(=O)(=O)c1ccc2oc(Nc3ccccc3Cl)nc2c1	7	92	112	-1	97	94	0	93
Cc1coc2c(C)c3oc(=O)c(CCC(=O)N[C@@H](C)C(=O)N[C@@H](Cc4ccccc4)C(=O)O)c(C)c3cc12	7	118	108	0	112	113	-3	102
O=C(N/N=C/C1=Cc2ccccc2OC1)c1ccncc1	-1	100	109	6	94	106	5	100
CCN(c1ccccc1)S(=O)(=O)c1ccc(C(=O)NC2CCN(Cc3ccccc3)CC2)cc1	6	123	94	-8	108	107	-10	103
Cc1occc1C(=O)n1nnc2ccccc21	-7	112	102	-1	106	100	9	105
O=C(CS(=O)(=O)c1ccc2ccccc2c1)N1CCCCCC1	2	102	112	-3	122	99	5	96
CCOC(=O)N1CCN(c2ccc(S(=O)(=O)N3CCOCC3)cc2[N+](=O)[O-])CC1	3	104	103	1	91	112	4	94
COc1ccc(NC(=O)c2ccc(NC(=O)C(C)C)cc2)c([N+](=O)[O-])c1	3	98	90	-3	99	98	-10	106
Cc1cccc(C(=O)Nc2ccc(C(=O)N/N=C/c3ccco3)cc2)c1	2	96	103	0	106	100	0	99

3 entries from above, set out differently:
CCN(c1ccccc1)S(=O)(=O)c1ccc(C(=O)NC2CCN(Cc3ccccc3)CC2)cc1
- procasp3 activ: 6
- CIT2 TOR yeast: 123
- LAP4-GFP MLPCN: 94
- AHR act: -8
- MEP2 TOR yeast: 108
- AGP1-GFP MLPCN: 107
- procasp7 counter: -10
- RPL19A TOR yeast: 103
Cc1coc2c(C)c3oc(=O)c(CCC(=O)N[C@@H](C)C(=O)N[C@@H](Cc4ccccc4)C(=O)O)c(C)c3cc12
- procasp3 activ: 7
- CIT2 TOR yeast: 118
- LAP4-GFP MLPCN: 108
- AHR act: 0
- MEP2 TOR yeast: 112
- AGP1-GFP MLPCN: 113
- procasp7 counter: -3
- RPL19A TOR yeast: 102
CCOC(=O)N1CCN(c2ccc(S(=O)(=O)N3CCOCC3)cc2[N+](=O)[O-])CC1
- procasp3 activ: 3
- CIT2 TOR yeast: 104
- LAP4-GFP MLPCN: 103
- AHR act: 1
- MEP2 TOR yeast: 91
- AGP1-GFP MLPCN: 112
- procasp7 counter: 4
- RPL19A TOR yeast: 94

(continued)
SMILES	procasp3 activ	CIT2 TOR yeast	LAP4-GFP MLPCN	AHR act	MEP2 TOR yeast	AGP1-GFP MLPCN	procasp7 counter	RPL19A TOR yeast
CC1CCCCN1S(=O)(=O)c1ccc(C(=O)Nc2nnc(C3=COCCO3)o2)cc1 (stereo not drawn)	0	92	90	1	95	102	2	96
COc1ccccc1CNc1ncccn1	-6	102	102	-3	110	98	-1	104
COc1ccc(/C=N/Nc2ncnc3sc4c(c23)CCCC4)cc1OC	-26	92	110	43	107	98	-8	99
Cc1cc(Br)ccc1NC(=O)CN(C)C(=O)COc1cccc2c1OC(C)(C)C2	-2	94	103	0	94	105	-2	94
